Bioassay records as filed in PubChem.
AmpC inh det = Promiscuous and Specific Inhibitors of AmpC Beta-Lactamase (assay with detergent). purified AmpC, nitrocefin hydrolysis with detergent. 0.09% of 71,000 active. AID 584, 2007. Potency, µM (highest dose often 28.7 µM), without a hit: top-dose activity change, negative = inhibition. P00811; active = well fitted curve in the direction sought with a large enough effect
Target sequence (P00811 whole entry, looked up): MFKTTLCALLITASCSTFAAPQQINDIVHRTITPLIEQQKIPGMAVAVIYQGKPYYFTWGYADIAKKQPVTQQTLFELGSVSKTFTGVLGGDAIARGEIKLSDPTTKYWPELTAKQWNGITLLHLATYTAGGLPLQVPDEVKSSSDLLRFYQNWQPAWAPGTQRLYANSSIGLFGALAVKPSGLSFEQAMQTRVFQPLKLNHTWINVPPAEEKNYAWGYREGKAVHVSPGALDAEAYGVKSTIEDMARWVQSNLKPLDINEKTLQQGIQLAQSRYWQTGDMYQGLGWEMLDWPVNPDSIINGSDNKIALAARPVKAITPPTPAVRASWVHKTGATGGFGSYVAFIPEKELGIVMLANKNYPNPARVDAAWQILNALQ
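E. coli AmpC (5.3 nM) in 20 mM phosphate pH 7.0 with 0.01% Triton X-100, preincubated 15 min RT with compound; nitrocefin (2 uL of 800 uM stock) hydrolysis followed by 480 nm absorbance every 20 s over 4 min.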
* = called active by the depositor; & = joins results of further samples; [ ] = dose if it differs, or a comment. % is scaled to controls: 0 for no effect and ±100 for the full control effect; potency is read from the fitted curve at half-maximal effect. This is a subset (hit frequency here may not be typical).

COc1nc2ccc(C)cc2cc1-c1noc(-c2cccnc2)n1
  AmpC inh det: -7%
COc1ccccc1CNc1ncncc1-c1ccc(C(=O)N(C)C)cc1
  AmpC inh det: 6%
Cc1ccc(S(=O)(=O)N(C)c2ccc(NS(C)(=O)=O)cc2)cc1
  AmpC inh det: -2%
COCCn1c(C(=O)N2CCCC2)cc2c1C[C@H]1CN(C(=O)c3ccccc3)[C@@](Cc3ccccc3)(C(=O)OC)[C@@H]21
  AmpC inh det: -4%
Cn1c(=O)c2c(SCC(=O)c3ccccc3)nc(C3CC3)nc2n(C)c1=O
  AmpC inh det: 6%
O=C(Nc1ccccc1C(=O)NC(Cc1c[nH]c2ccccc12)C(=O)O)c1ccco1 (stereo not given)
  AmpC inh det: -3%
NC(=S)Nc1ccccc1
  AmpC inh det: 12%&11%
CC1CCCCN1CC(=O)Nc1sc2c(c1C#N)CCC2 (stereo not given)
  AmpC inh det: -3%
Cc1c(NC(=O)C2CCCN2S(=O)(=O)c2ccccc2)c(=O)n(-c2ccccc2)n1C (stereo not given)
  AmpC inh det: 5%
COC(=O)C1CCN(C(=O)c2ccc(Cl)c(S(=O)(=O)NCc3cccnc3)c2)CC1
  AmpC inh det: 2%
O=C(COc1ccc(Cl)cc1)Nc1ccccc1C(=O)NCc1ccco1
  AmpC inh det: 23%
CCCOc1ccc(C2c3c(oc4cc(C)c(C)cc4c3=O)C(=O)N2CCCN(C)C)cc1OCC (stereo not given)
  AmpC inh det: 10%
CC(C)C(C(=O)Nc1ccc2c(c1)OCO2)N1C(=O)c2ccccc2C1=O (stereo not given)
  AmpC inh det: 8%
C=CCn1c(SCC(=O)Nc2nc(C)cs2)nnc1C(CO)NC(=O)c1ccccc1 (stereo not given)
  AmpC inh det: 0%
COc1ccc(Cl)cc1NC(=O)CN1CCC(n2nnc3cc(C)ccc32)CC1
  AmpC inh det: -3%
COc1ccc(Oc2c(C)oc3cc(OC(=O)N4CCOCC4)ccc3c2=O)cc1
  AmpC inh det: -3%
Cn1c(=O)n(CCN2CCOCC2)c(=O)c2c1nc1n2CCCN1c1ccccc1
  AmpC inh det: 13%
CCOC(=O)Cc1nnc2c(Nc3ccccc3F)nc3nonc3n12
  AmpC inh det: 0%
CC1(C)CC(=O)C(CCC(=O)c2ccccc2)C(C)(C)N1 (stereo not given)
  AmpC inh det: 12%
CCN(CC(=O)Nc1ccc(S(N)(=O)=O)cc1)S(=O)(=O)c1cc(C)ccc1OC
  AmpC inh det: 4%
C[C@H]1CC[C@@]2(NC1)O[C@@H]1C[C@@H]3[C@@H]4CC=C5C[C@@H](O)CC[C@]5(C)[C@@H]4CC[C@]3(C)[C@H]1[C@@H]2C
  AmpC inh det: -1%[5.75 µM]
CO/N=C(\C(=O)N[C@@H]1C(=O)N2C(C(=O)[O-])=C(C[N+]3(C)CCCC3)CS[C@@H]12)c1csc(N)n1
  AmpC inh det: -3%[12.8 µM]
COC(=O)C1=C(NC(=O)c2cccc(OC)c2)CCS1
  AmpC inh det: 1%
Brc1ccc(-c2nc(-c3ccccn3)no2)o1
  AmpC inh det: 9%
CCOCC(=O)Nc1nnc(C2CCCCC2)s1
  AmpC inh det: -1%

COc1ccc(Cl)cc1-n1c(N)c(C(N)=O)sc1=S
  AmpC inh det: 11%
COc1ccc2c(c1OC)C(=O)N1C2SC[C@H]1C(=O)NC1CC(C)(C)NC(C)(C)C1 (stereo not given in full)
  AmpC inh det: -3%
COc1ccccc1CCn1c(=O)cnc2cncnc21
  AmpC inh det: -1%
Cc1cc(NC(=O)c2cccc(COc3ccc(Br)cc3)c2)no1
  AmpC inh det: 29%
CCOc1ccc(-c2nc(CSCC(=O)N3CCN(C(=O)c4ccco4)CC3)c(C)o2)cc1
  AmpC inh det: 5%
CC(C)n1c(CN2CCN(C)CC2)nc2c1c(=O)n(C)c(=O)n2C
  AmpC inh det: 7%
O=C(c1ccncc1)N1CCC2(CCN(Cc3nccs3)CC2)CC1
  AmpC inh det: 3%
O=C(O)[C@@H](O)c1ccc(F)cc1
  AmpC inh det: -4%[5.75 µM]
CCOc1ccc2ccccc2c1C(=O)N[C@@H]1C(=O)N2[C@@H]1SC(C)(C)[C@@H]2C(=O)O
  AmpC inh det: 0.05µM*
Cc1cc(C)nc(SCc2ccccc2C#N)n1
  AmpC inh det: 7%
CCCNc1cc(=O)n(C)c(=O)n1C
  AmpC inh det: 0%
Cc1cccnc1NC(=O)C(C)Oc1ccccc1 (stereo not given)
  AmpC inh det: -2%
Cc1cc(Nc2ccc(Br)cc2)n2nc(C)nc2n1
  AmpC inh det: 4%
CC(C)C[C@@H](CC(=O)N[C@@H](CCC(=O)O)CC(=O)O)NC(=O)[C@@H]1CCCC[C@H]1NC(=O)C[C@@H](NC(=O)C[C@H](Cc1c[nH]c2ccccc12)NC(=O)[C@@H]1CCCC[C@H]1N)C(C)C
  AmpC inh det: 11%
COCC(=O)N1CCC2(CC1)CCN(c1ccccc1)CC2
  AmpC inh det: -1%
c1ccc(CSc2nnc(-c3c[nH]c4ccccc34)o2)cc1
  AmpC inh det: -9%
Cc1nc(NCCO)c2nc(-c3ccccc3)n(CCN(C)C)c2n1
  AmpC inh det: 6%
Cc1c2c(n3c(nc4ccccc43)c1C#N)N(Cc1ccccn1)CC2
  AmpC inh det: -3%
O=c1ccc(Br)c[nH]1
  AmpC inh det: -1%
O=C(NCc1ccco1)c1ccc(CN2CCOCC2)cc1
  AmpC inh det: 7%
O=C(c1cnn2c(C(F)F)cc(-c3ccccc3)nc12)N1CCSCC1
  AmpC inh det: -9%
CN1CCN(c2nc(-c3ccoc3)nc3ccccc23)CC1
  AmpC inh det: 9%
Cc1ccc(C(NC(=O)N2CCOCC2)=C(Cl)Cl)cc1F
  AmpC inh det: 1%
Nc1nc(OCc2ccccc2)c2[nH]cnc2n1
  AmpC inh det: -2%
Cc1ccc(S(=O)(=O)/N=C(\CN2CCOCC2)N2CCCC2)cc1
  AmpC inh det: 2%

CCS(=O)(=O)NCCc1csc(-c2ccccc2)n1
  AmpC inh det: 5%
O=C(CCCCn1c(=O)c2ccccc2n(CC(=O)NC2CCCC2)c1=O)NC1CCCC1
  AmpC inh det: 1%
Cc1cc2ncn(C(=O)N3CCOCC3)c2cc1C
  AmpC inh det: -5%
Cc1cc(-c2nnc(SCC(=O)NC3CCCC3)o2)no1
  AmpC inh det: -1%
CCOc1ccccc1NC(=O)N1C2CCCC1CC(NC(=O)C1CC1)C2 (stereo not given)
  AmpC inh det: 0%
CNC(=O)C1CCC(=O)N1Cc1ccc(C)cc1 (stereo not given)
  AmpC inh det: -2%
CCOC(=O)CN1C(=O)C(CC)Oc2ccc(Cl)cc21 (stereo not given)
  AmpC inh det: -1%
CC(=O)Nc1ccc(S(=O)(=O)N2CCSC2c2ccccc2Cl)cc1 (stereo not given)
  AmpC inh det: 0%
O=C(NCc1ccc2[nH]c3c(c2c1)CCCC3)N1CCOCC1
  AmpC inh det: 14%
CN(C)/C=N/c1c(C#N)cnn1-c1ncnc2sc(-c3ccccc3)cc12
  AmpC inh det: -3%
COC1=CC(=O)O[C@@H](/C=C\c2ccccc2)C1
  AmpC inh det: -4%[12.8 µM]
CCN(CC)S(=O)(=O)c1cc(C(=O)Nc2ccncc2)ccc1Cl
  AmpC inh det: -6%
O=C(Nc1ccc2c(c1)OCO2)c1nn(-c2ccccc2)c(=O)c2ccccc12
  AmpC inh det: -5%
CCOC(=O)CC(=O)CSc1nc(C)nc2c1oc1ccccc12
  AmpC inh det: -2%
O=C(NCc1ccco1)c1cc2ccccc2c(=O)o1
  AmpC inh det: 1%
COc1cccc(-c2cc(C(=O)NCCc3ccccc3)no2)c1
  AmpC inh det: 4%
CCOC(=O)c1ccn(-c2nc(-c3ccco3)cc(C(F)(F)F)n2)n1
  AmpC inh det: 12%
CNC(=O)c1cc2c(=O)n3cc(C)ccc3nc2n(C(C)C)c1=N
  AmpC inh det: -1%
CSc1nc2ccc(S(=O)(=O)N3CCc4ccccc43)cc2s1
  AmpC inh det: -2%
O=C(Nc1ccncc1)c1cc2ccccc2o1
  AmpC inh det: 8%
COc1ccc(C2C(C(C)=O)=C(O)C(=O)N2c2cccnc2)c(OC)c1 (stereo not given)
  AmpC inh det: 1%
Cn1nnc2cc(C(=O)N3CCCCCC3)ccc21
  AmpC inh det: 11%
CCN1CCN(c2ncc3c(n2)CC(c2cc(OC)c(OC)c(OC)c2)CC3=O)CC1 (stereo not given)
  AmpC inh det: 0%
CCOC(=O)Cn1c(C)c(C#N)c2ccccc21
  AmpC inh det: -3%
COC(=O)c1ccccc1NC(=O)c1ccccc1OC
  AmpC inh det: 4%

Cc1nc2ccc(Br)cn2c(=O)c1Cl
  AmpC inh det: 11%
CCCn1c(CCC(=O)O)ccc1-c1ccc(F)cc1
  AmpC inh det: 11%
O=C1NCCCC1C(=O)N1CCN(C(c2ccccc2)c2ccccc2)CC1 (stereo not given)
  AmpC inh det: -3%
c1ccc(CCNc2nc3ccccc3n3nnnc23)cc1
  AmpC inh det: 9%
CC1Cc2cc(C3(O)C(=O)c4ccccc4C3=O)ccc2N1 (stereo not given)
  AmpC inh det: 12%
CCN1CCCC1CNC(=O)c1ccc(N2CCCC2=O)cc1 (stereo not given)
  AmpC inh det: -1%
COc1ccc(-n2nc3cc(C)c(NC(=O)C(C)C)cc3n2)cc1
  AmpC inh det: 3%
COC(=O)c1[nH]c2ccccc2c1NC(=O)CN1CCN(C/C=C/c2ccccc2)CC1
  AmpC inh det: -3%
O=C(Cc1ccc(Br)cc1)c1ccc(O)cc1O
  AmpC inh det: 5%
COc1ccc(OC)c(S(=O)(=O)N2CCC(C(=O)NCc3ccccc3OC)CC2)c1
  AmpC inh det: -4%
COc1ccc(C=O)cc1OC
  AmpC inh det: 12%
COC(=O)c1[nH]c2ccc(C)cc2c1NC(=O)CN1CCCc2ccccc21
  AmpC inh det: -4%
COc1ccc(-c2nc(CS(=O)CC(=O)NCc3ccco3)c(C)o2)cc1 (stereo not given)
  AmpC inh det: 10%
CC1CN(c2cc3nccnc3cc2F)CC(C)O1 (stereo not given)
  AmpC inh det: -1%
O=c1[nH]c(N2CCc3ccccc3C2)nc2c1CCCC2
  AmpC inh det: 4%
Cc1ccccc1CSc1nnc(-c2cccnc2)n1N
  AmpC inh det: -2%
O=S(=O)(c1ccccc1)N1CCC2(CC1)CN(c1ccncc1)C2
  AmpC inh det: 12%
CCCCCn1c(=O)[nH]c2cc(C(=O)NCCCN3CCCCC3)ccc2c1=O
  AmpC inh det: -2%
Cc1cc(N2C(=O)C(O)=C(C(=O)c3ccco3)C2c2cccnc2)no1 (stereo not given)
  AmpC inh det: -4%
O=C(Nc1nc2ccc(S(=O)(=O)N3CCCC3)cc2s1)C1CCCO1 (stereo not given)
  AmpC inh det: -3%
COc1cc(Cn2cnnn2)ccc1O
  AmpC inh det: -4%
Cc1cc(C)n2nc3nc(N4CCCC4)nc(-c4ccccc4)c3c2n1
  AmpC inh det: 1%
Cc1ccc(NC(=O)CN(C)S(=O)(=O)c2cccc3nsnc23)cc1C
  AmpC inh det: -1%
COc1ccc(-n2c(=O)c(CCc3ccccc3)nc3cnc(N4CCN(C)CC4)nc32)cc1
  AmpC inh det: 1%
O=C(Nc1ccccc1)NC1CCN(Cc2nnnn2C2CCCCC2)CC1
  AmpC inh det: 11%

An excerpt of these results, tab-delimited:
smiles	AmpC inh det
COc1ccccc1CCn1c(=O)cnc2cncnc21	-1%
NC(=S)Nc1ccccc1	12%&11%
COc1ccc(Oc2c(C)oc3cc(OC(=O)N4CCOCC4)ccc3c2=O)cc1	-3%
O=C(Nc1ccccc1)NC1CCN(Cc2nnnn2C2CCCCC2)CC1	11%

Additional entries follow.
O=C(O)[C@@H]1CCCN1Cc1ccc2c(c1)OCO2
  AmpC inh det: -4%[5.75 µM]
c1c[nH]cn1
  AmpC inh det: 11%
Cn1c(=O)c2cc(S(=O)(=O)N3CCC(c4ccccc4)CC3)ccc2n(C)c1=O
  AmpC inh det: -4%
O=C1Nc2cc(Cl)cnc2N2CCCC12 (stereo not given)
  AmpC inh det: 3%
COc1ccc(N(CC(=O)NC2CCCCC2)S(=O)(=O)c2cccnc2)cc1
  AmpC inh det: 6%
CC(=O)Nc1ccc(N=Cc2nc(-c3ccc(C)cc3)oc2O)cc1
  AmpC inh det: -4%
CCOC(=O)N1CCN(S(=O)(=O)/C=C/c2ccccc2)CC1
  AmpC inh det: 10%
CCc1nc2ccccc2c(=O)n1CCCCn1c(CC)nc2ccccc2c1=O
  AmpC inh det: -3%
Cc1nc2ccc(S(=O)(=O)NC(C(=O)NCc3cccs3)C(C)C)cc2s1 (stereo not given)
  AmpC inh det: 11%
CC(=O)Nc1ccc2c(c1)nc(CCN1CCOCC1)n2C
  AmpC inh det: -3%
O=C(NCc1ccncc1)c1nnc(Cc2c(F)cccc2Cl)o1
  AmpC inh det: -3%
O=C(CCSCCc1ccncc1)NCCCN1CCOCC1
  AmpC inh det: -3%
O=C(CN1C(=O)c2ccccc2C1=O)Nc1ccccc1C(=O)N1CCCC1
  AmpC inh det: -4%
Cc1c(C(=O)O)oc2ccc(S(=O)(=O)NCc3ccc4c(c3)OCO4)cc12
  AmpC inh det: -3%
O=S(=O)(c1ccccc1)N1CCC2(CCN(c3cccc(-c4ccccc4)c3)CC2)CC1
  AmpC inh det: 21%
O=C(CN1CCN(S(=O)(=O)c2ccc(Cl)cc2)CC1)Nc1ccc2c(c1)OCCO2
  AmpC inh det: -2%
O=C(c1cccs1)n1nc(-c2ccccc2)nc1NCc1ccco1
  AmpC inh det: -1%
CC(=O)C1=C(O)C(=O)N(CCCCCC(=O)O)C1c1ccc(N(C)C)cc1 (stereo not given)
  AmpC inh det: -1%
O=C1OC(=O)c2c(Cl)c(Cl)c(Cl)c(Cl)c21
  AmpC inh det: 8%
Cc1ccc(-c2nnc(SCC(=O)Nc3ccccc3F)o2)cc1
  AmpC inh det: 11%
O=C(c1ccc(COc2c(F)c(F)c(F)c(F)c2F)o1)N1CCOCC1
  AmpC inh det: -2%
N#Cc1ccc(COc2ccc(CCO)cc2-n2nc3ccccc3n2)cc1
  AmpC inh det: 31%
O=S(=O)(NC1CCCCC1NS(=O)(=O)c1ccc(F)cc1)c1ccc(F)cc1 (stereo not given)
  AmpC inh det: -3%
